Assay outcomes deposited in PubChem BioAssay by National Center for Advancing Translational Sciences (NCATS).
HCMV antiviral = inhibitors of human cytomegalovirus | HFF cells, HCMV-luciferase reporter, 72 h; stronger effect = lower value | activity change, negative = inhibition, % at 57.5 µM | 4.5% of 410,000 active | AID 1259415; in the data active = activity change below about -60%; inconclusive = no clear call, values can overlap the other calls; inactive = above about -39%
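Screen run at 2 compound doses on HFFs infected with reporter HCMV, MOI 1 PFU/cell. Luciferase activity from cell lysates at 72 h post infection gave inhibition relative to buffer-only and Salinomycin wells.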
TbPYK inhibitor = T. brucei pyruvate kinase inhibition | Q57TT1 | TbPYK enzyme, Kinase-Glo Plus ATP luminescence, 45 min | Potency, µM (titrated, usually from 76.8 µM), for inactives: at the top dose activity, negative = inhibition, most hits filed as inhibitors | 0.12% of 410,000 active; note: potency is the fitted concentration of half-maximal effect; nearly all actives have a fitted effect of over 50% in size
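ADP (130 uM final) triggers the TbPYK reaction after compound addition; incubation is 45 min at room temperature. Kinase-Glo Plus is then added and luminescence imaged. Normalized data are fitted to concentration-effect curves.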
AmpC no deterg = AmpC beta-lactamase inhibition without detergent; P00811; AmpC nitrocefin hydrolysis, absorbance 480 nm, 0.0001% Triton; Potency, µM (titrated, usually from 57.1 µM), without a hit: at the top dose activity change, negative = inhibition, actives largely listed as inhibitors; 0.52% of 330,000 active;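 note: potency is the fitted concentration of half-maximal effect; plate controls were no compound for no effect and no enzyme for full effect; nearly all actives have a fitted effect of over 20% in size; some results filed as inactive show a strong effect at the top dose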
Target sequence (P00811 whole entry, looked up): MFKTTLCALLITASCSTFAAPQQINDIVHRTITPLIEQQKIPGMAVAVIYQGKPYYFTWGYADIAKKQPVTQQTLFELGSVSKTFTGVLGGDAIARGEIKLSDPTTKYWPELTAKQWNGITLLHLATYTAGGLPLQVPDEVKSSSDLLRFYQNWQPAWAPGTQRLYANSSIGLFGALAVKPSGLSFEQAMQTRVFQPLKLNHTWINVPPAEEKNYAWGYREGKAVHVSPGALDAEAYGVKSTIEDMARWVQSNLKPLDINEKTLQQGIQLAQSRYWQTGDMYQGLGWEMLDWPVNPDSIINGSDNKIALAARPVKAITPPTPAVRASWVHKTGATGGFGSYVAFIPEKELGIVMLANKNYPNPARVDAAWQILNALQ
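AmpC (5.3 nM in the dispensed reagent) in 20 mM phosphate pH 7.0 with 0.01% (detergent screen) or 0.0001% Triton X-100 was preincubated with compounds for 15 min at room temperature. Nitrocefin was then added from an 800 uM solution, and hydrolysis was followed at 480 nm.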
LmPK inhibitor = blocks Leishmania mexicana pyruvate kinase activity | Q27686 | purified LmPK, Kinase-Glo ATP luminescence, 1 h | Potency, µM (doses to about 57.5 µM), for inactives: at the highest dose activity change, negative = inhibition, usual class: inhibitors | 0.37% of 290,000 active | AID 1721; note: potency is the fitted concentration of half-maximal effect
Target sequence (Q27686 whole entry, looked up): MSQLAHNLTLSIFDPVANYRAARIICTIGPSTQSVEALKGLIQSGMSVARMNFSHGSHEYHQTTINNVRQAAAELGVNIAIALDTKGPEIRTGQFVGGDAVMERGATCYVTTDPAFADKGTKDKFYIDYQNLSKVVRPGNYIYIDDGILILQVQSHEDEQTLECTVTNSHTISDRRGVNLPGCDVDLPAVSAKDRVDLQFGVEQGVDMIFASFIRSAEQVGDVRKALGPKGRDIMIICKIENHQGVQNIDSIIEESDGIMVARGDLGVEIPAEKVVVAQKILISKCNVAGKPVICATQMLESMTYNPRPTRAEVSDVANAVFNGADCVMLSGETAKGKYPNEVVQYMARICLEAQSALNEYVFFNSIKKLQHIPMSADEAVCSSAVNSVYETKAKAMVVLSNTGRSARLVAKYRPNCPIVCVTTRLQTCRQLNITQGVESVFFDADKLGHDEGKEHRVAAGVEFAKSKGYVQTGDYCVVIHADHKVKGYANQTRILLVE
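0.1 nM LmPK, 0.5 mM PEP, 0.1 mM ADP; 50 mM imidazole pH 7.2, 7 mM MgCl2, 50 mM KCl; 1 h RT. Kinase-Glo luminescence readout, normalized to no-enzyme (full inhibition) and uninhibited wells.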
Sm TGR block = inhibitors of Schistosoma mansoni thioredoxin glutathione reductase. purified TGR, DTNB reduction, TNB absorbance 405 nm. Potency, µM (doses to about 114 µM), for the others: at the highest dose activity change, negative = inhibition, actives largely listed as inhibitors. 3% of 360,000 active; note: potency is the fitted concentration of half-maximal effect; nearly all actives have a fitted effect of over 60% in size
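Kinetic colorimetric format: TGR-catalysed, NADPH-driven DTNB reduction monitored via TNB absorbance. Enzyme dispensed at 20 nM; compound exposure 15 min at room temperature before reaction start.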
AMA1 RON2 block = AMA1-RON2 (P. falciparum) interaction inhibition | 0.2% of 360,000 active | Potency, µM (series often up to 58.2 µM), inactives show top-dose activity change, negative = inhibition, usual class: inhibitors | AlphaScreen AMA1-biotinylated RON2 peptide binding;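 note: potency is the fitted concentration of half-maximal effect; 0% = vehicle wells and -100% = peptide control; nearly all actives have a fitted effect of over 45% in size; some results filed as inactive show a strong effect at the top dose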
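AMA1 (3D7) with his tag at 25 nM final met compounds first, then biotinylated RON2 peptide at 25 nM; detection used donor plus acceptor beads, 10 µg/mL apiece, read by AlphaScreen after 30 min at room temperature.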
AmpC detergent = inhibitors of E. coli AmpC beta-lactamase with detergent | P00811 | AmpC hydrolysis of nitrocefin, absorbance 480 nm, 0.01% Triton | Potency, µM (doses to about 114 µM), inactives show top-dose activity change, negative = inhibition, usual class: inhibitors | 0.041% of 370,000 active;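 note: potency is the fitted concentration of half-maximal effect; 0% = no-compound wells and -100% = no-enzyme wells; nearly all actives have a fitted effect of over 25% in size; some results filed as inactive show a strong effect at the top dose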
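AmpC (5.3 nM in the dispensed reagent) in 20 mM phosphate pH 7.0 with 0.01% (detergent screen) or 0.0001% Triton X-100 was preincubated with compounds for 15 min at room temperature. Nitrocefin was then added from an 800 uM solution, and hydrolysis was followed at 480 nm.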
* = called active by the depositor; ? = inconclusive; / = no result given; [ ] = remark or other dose. Unless noted, calls come from the whole dose curve; as a rule, active = well fitted curve in the direction sought with a large enough effect; inconclusive = small, poorly fitted or top-dose-only effect, or another doubt; inactive = no such curve, though single readings can be large; an effect the other way counts as inactive or inconclusive. Unless noted, % is set by controls: 0 for no effect and ±100 for the full control effect.

A first look:
SMILES | HCMV antiviral | TbPYK inhibitor | AmpC no deterg | LmPK inhibitor | Sm TGR block | AMA1 RON2 block | AmpC detergent
O=C(N=C1SC2CS(=O)(=O)CC2N1c1ccccc1C(F)(F)F)C1CCCO1 (centres undefined) | -31 | 7% | -4% | 6% | -10% | -12% | 4%
O=C(O)c1sc2cc(C(F)(F)F)cnc2c1-c1ccccn1 | -10 | -19% | -10% | 2% | -3% | 4% | ?
Cc1cc2nc(C3CCN(Cc4nnnn4Cc4ccccc4)CC3)[nH]c2cc1C | 19 | -11% | 45% | 0% | 7% | -6% | -13%
Cc1ccc(NC(=O)CO/N=C(\N)c2nonc2N)cc1C | ? | -6% | -15% | 2% | -7% | 3% | -8%
CCSc1nnc2c(n1)OC(c1ccc(C(=O)O)cc1)N(C(C)=O)c1ccccc1-2 (centres undefined) | 18 | 2% | -7% | 1% | 0% | 26% | -11%
Oc1ccc(O)c2c1C1c3ccccc3C2c2ccccc21 | / | / | -35% | 2.2µM* | 5µM* | / | 1%

Results, from the start:
SMILES | HCMV antiviral | TbPYK inhibitor | AmpC no deterg | LmPK inhibitor | Sm TGR block | AMA1 RON2 block | AmpC detergent
O=C(N=C1SC2CS(=O)(=O)CC2N1c1ccccc1C(F)(F)F)C1CCCO1 (centres undefined) | -31 | 7% | -4% | 6% | -10% | -12% | 4%
O=C(O)c1sc2cc(C(F)(F)F)cnc2c1-c1ccccn1 | -10 | -19% | -10% | 2% | -3% | 4% | ?
Cc1cc2nc(C3CCN(Cc4nnnn4Cc4ccccc4)CC3)[nH]c2cc1C | 19 | -11% | 45% | 0% | 7% | -6% | -13%
Cc1ccc(NC(=O)CO/N=C(\N)c2nonc2N)cc1C | ? | -6% | -15% | 2% | -7% | 3% | -8%
CCSc1nnc2c(n1)OC(c1ccc(C(=O)O)cc1)N(C(C)=O)c1ccccc1-2 (centres undefined) | 18 | 2% | -7% | 1% | 0% | 26% | -11%
Oc1ccc(O)c2c1C1c3ccccc3C2c2ccccc21 | / | / | -35% | 2.2µM* | 5µM* | / | 1%
O=C(NCCCN1CCOCC1)c1cc2ccccc2cc1O | -9 | 3% | -6% | / | 0% | -27% | ?
c1coc(CNc2nc3ccccc3n2CCN2CCOCC2)c1 | 0 | 2% | 1% | 5% | -24% | -2% | 7%
CCOc1ccc(NC(=O)CSc2nncc(=O)n2N)cc1 | -5 | -5% | 2% | 6% | -3% | 40%[activator] | 2%
CC12CC3CC(C1)CC(C(=O)NNC(=O)c1ccncc1)(C3)C2 | 35 | 0% | -16% | / | / | -11% | /
C/C(=N/NC(=O)CSc1ccccn1)c1ccc([N+](=O)[O-])cc1 | 21 | 5% | -10% | -3% | 5% | -6% | 1%
CC(=O)c1c(C)n(CCO)c2ccc(O)cc12 | 12 | -1% | -16% | 2% | 2% | -9% | -11%
Cc1cccc(C2NC(=O)c3ccccc3N2)c1 (centres undefined) | 53 | -1% | / | / | / | 15% | /
NNc1ncnc2c1cnn2-c1ccccc1 | 56 | -5% | -13% | -5% | -1% | 100%[activator] | 3%
COc1ccc(S(=O)(=O)N2CN(CCc3ccc(OC)c(OC)c3)c3nc4ccccc4nc32)cc1 | -29 | -16% | -11% | -6% | 0% | 0% | -8%
CCOc1cc(C(=O)NCCN2CCOCC2)cc(OCC)c1OCC | -27 | 4% | 4% | 0% | 1% | -2% | -4%
Cc1cc(C)c(NC(=O)C2CC(=O)N(Cc3ccccc3)C2)c(C)c1 (centres undefined) | -31 | -1% | 5% | -2% | -11% | 2% | -12%
O=C(COC(=O)Cn1cnc2ccccc21)Nc1ccc(F)c(F)c1 | -24 | -2% | -14% | / | / | 4% | /
COc1cccc(CNC(=O)c2nn(C)c3c2CS(=O)(=O)c2ccccc2-3)c1 | -13 | 2% | / | / | -1% | / | 17%
COc1ccc(S(=O)(=O)Nc2cc([N+](=O)[O-])ccc2OC)cc1 | ? | 2% | -54% | 0% | -11% | 0% | ?
Cc1ccc(S(=O)(=O)N2CCOCC2)cc1C(=O)NCc1ccc2c(c1)OCO2 | 89 | 0% | -3% | 3% | -5% | 1% | -1%
COc1ccccc1N(C)S(=O)(=O)c1ccc(C(=O)N(CC(N)=O)C(C)C)cc1 | -4 | 6% | 9% | 6% | 3% | -2% | -6%
CCOC(=O)C1CCN(/C=C2/C(=O)NC(=O)N(c3ccc(OCC)cc3)C2=O)CC1 | -33 | -5% | -32% | -2% | ? | -3% | -13%
O=C(CCN1C(=O)/C(=C\c2ccccc2Cl)SC1=S)N1CCN(c2ccccc2)CC1 | 15 | -2% | -15% | 3% | -2% | -8% | ?
CC(=O)Nc1ccc(S(=O)(=O)N(C#N)c2nc(C)cc(C)n2)cc1 | -4 | -5% | -18% | 0% | -6% | 8% | -10%
COc1ccc(C(C)=O)cc1COC(=O)CCC(=O)N(CC(C)C)c1c(N)n(CC(C)C)c(=O)[nH]c1=O | -26 | -5% | 82%[activator] | / | -3% | 0% | ?
Cc1cc(N2CCN(C(=O)/C=C/C(=O)O)CC2)c2ccccc2n1 | ? | 7% | 8% | 2% | -11% | 0% | -5%
O=C(Nc1ccc(Oc2ccccc2)cc1)C1CCCO1 (centres undefined) | 50 | 2% | 0% | 3% | 2% | 5% | ?
Cn1c(NC(=O)CCC2CCCCC2)cc(=O)n(C)c1=O | 189 | 0% | 26% | 8% | -21% | -1% | -8%
CC(C)c1nnc(NC(=O)c2c(O)c3cccc4c3n(c2=O)CCC4)s1 | -96* | -1% | -4% | -1% | 11% | 0% | -6%
CCN(CC)CCNC(=O)C(=O)NCC(c1cccnc1)N1CCN(c2ccccc2)CC1 (centres undefined) | 7 | -1% | / | / | -10% | / | -5%
COc1ccccc1C(=O)N1CCN(CCNC(=O)C(=O)Nc2ccc(Br)c(C)c2)CC1 | 3 | 4% | 196%[activator] | 4% | -10% | -8% | -6%
COc1cccc(N2CCN(S(=O)(=O)c3c(C)[nH]c(C)c3C(=O)N3CCCCC3)CC2)c1 | ? | 2% | 98%[activator] | 2% | 0% | -1% | -12%
O=C(CCc1n[nH]c(=O)[nH]c1=O)N/N=C/c1ccco1 | -25 | -3% | -17% | 0% | -30% | -11% | -8%
COc1cc(NC(=O)c2ccc(C(=O)Nc3cc(OC)c(Cl)cc3OC)cc2)c(OC)cc1Cl | 7 | 2% | / | / | 1% | / | 16%
O=C(CSCCNS(=O)(=O)c1ccccc1)Nc1ccccc1 | 13 | -11% | -25% | 6% | 14% | 9% | -2%
COc1ccc(CNC(=O)Cn2ccc([N+](=O)[O-])n2)cc1OC | -12 | -4% | 14% | -6% | 6% | -1% | -3%
COc1ccccc1/C=C(/C(=O)OCC(=O)Nc1ccccc1C)c1ccccc1 | -62* | 5% | -7% | 0% | 2% | -1% | -1%
Cc1noc(NS(=O)(=O)c2ccc(NC(=O)CSc3n[nH]c(-c4ccccc4)n3)cc2)c1C | 44 | 3% | -39% | 2% | -1% | 3% | -6%
CCOC(=O)C(CC)Sc1ccc2nnc(-c3cccnc3)n2n1 (centres undefined) | 43 | 0% | -9% | -4% | 11% | -21% | 5%
CCC(=O)n1nc(NCc2ccc(OC)c(OC)c2)nc1NCc1ccc(OC)c(OC)c1 | -27 | 2% | 176%[activator] | 6% | -3% | -10% | 0%
Nc1n[nH]c(S(=O)(=O)CCCc2ccccc2)n1 | 3 | -5% | -22% | -1% | -2% | 1% | -1%
Cn1c(=O)c2cc(NC(=O)NCc3ccccc3)ccc2n1Cc1ccc(Cl)cc1 | 30 | 2% | / | / | / | -9% | /
CCOc1cc(CNC2CCCC2)ccc1OCc1ccccc1Cl | -11 | 1% | 1% | 1% | 9% | -7% | -1%
CCC(C)NC(=O)C1CCC(CNS(=O)(=O)c2ccc(Cl)cc2)CC1 (centres undefined) | 0 | -11%[15.4 µM] | / | / | 4% | / | 7%
COc1cc(OC)c(-c2oc3ccccc3c(=O)c2O)c(OC)c1 | 34 | 4% | / | / | / | 1% | /
CCCCN(CC)c1nc(-c2ccncc2)nc2ccccc12 | -95* | 12% | 45% | 0% | -11% | -17% | 0%
CC1(C)Cc2c(ccc3ccccc23)/C(=C/C(=O)N2CCCCC2)N1 | 52 | 3% | 79%[activator] | 3% | 17% | ? | 6%

As a working copy, some entries already given:
SMILES | HCMV antiviral | TbPYK inhibitor | AmpC no deterg | LmPK inhibitor | Sm TGR block | AMA1 RON2 block | AmpC detergent
COc1ccc(CNC(=O)Cn2ccc([N+](=O)[O-])n2)cc1OC | -12 | -4% | 14% | -6% | 6% | -1% | -3%
COc1ccccc1/C=C(/C(=O)OCC(=O)Nc1ccccc1C)c1ccccc1 | -62* | 5% | -7% | 0% | 2% | -1% | -1%
Cc1noc(NS(=O)(=O)c2ccc(NC(=O)CSc3n[nH]c(-c4ccccc4)n3)cc2)c1C | 44 | 3% | -39% | 2% | -1% | 3% | -6%

Remaining list, next part.
SMILES | HCMV antiviral | TbPYK inhibitor | AmpC no deterg | LmPK inhibitor | Sm TGR block | AMA1 RON2 block | AmpC detergent
Cc1ccccc1N(CC(=O)NCc1ccccc1)C(=O)CCC(=O)Nc1nccs1 | 4 | 2% | 8% | 1% | -7% | 7% | -1%
COc1ccc(-n2nc(C(=O)NCC(=O)N3CCN(Cc4ccc5c(c4)OCO5)CC3)c3ccccc3c2=O)cc1OC | 1 | -16% | 205%[activator] | 4% | 17% | 3% | -2%
CCn1c(C)nc2cc(C(=O)N/N=C(\C)c3ccccc3O)ccc21 | 4 | -2% | -10% | 9% | 14% | 109%[activator] | 9%
COc1cc(Cl)ccc1OCc1cc(C(=O)NC(C)Cc2cnccn2)no1 (centres undefined) | 48 | -2% | 40% | -4% | -7% | 0% | 1%
COC(=O)c1ccccc1NC(=O)COC(=O)C1CCCCC1 | 17 | -1% | 1% | 4% | 10% | 4% | 10%
CCN(CC)CCOC(=O)c1ccc(NC(=O)CCn2c(=O)oc3ccccc32)cc1 | 24 | -5% | / | / | -3% | / | 3%
COc1ccccc1NC(=O)C1=C(C)Nc2nc(-c3ccco3)nn2C1c1cccc(C)c1 (centres undefined) | 6 | -6% | / | / | -33% | / | 6%
C[C@H](NC(=O)c1ncn2c1C(=O)NC[C@@H]2C)c1ccccc1 | -16 | 0% | / | / | / | 32%[activator] | /
Cc1nn(-c2ccccc2)c(C)c1C(=O)Oc1ccccc1 | 28 | -12% | 0% | 3% | -6% | -13% | 1%
